Screens: PubChem, National Center for Advancing Translational Sciences (NCATS)
aGlu spleen mod: qHTS Assay for Inhibitors and Activators of Human alpha-Glucosidase From Spleen Homogenate; human spleen homogenate, 4-MU-alpha-glucoside fluorescence; actives 0.006% (n = 240,000); AID 2112, 2009; Potency, µM (doses to about 79.9 µM), without a hit: at the top dose activity change, negative = inhibition, most hits filed as inhibitors;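 also: 0% = enzyme with vehicle and -100% = no enzyme basal signal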
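AC50 values come from Hill-equation fits of concentration-response data, normalized to no-enzyme and full-activity controls. Enzyme source: 1 ug human spleen homogenate; 1 mM fluorogenic 4-MU glucoside, pH 5.0 citrate buffer, 37 C, 40 min.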
GAA inhib: qHTS Assay for Inhibitors of Human alpha-Glucosidase as a Potential Chaperone Treatment of Pompe Disease. Lysosomal alpha-glucosidase (Homo sapiens), P10253. purified human GAA, 4-MU-alpha-glucoside fluorescence. Potency, µM (highest dose often 76.9 µM), inactives show at the top dose activity change, negative = inhibition, usual class: inhibitors. actives 0.005% (n = 200,000). AID 1466, 2008;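 also: plate controls were uninhibited enzyme wells for no effect and no-enzyme background for full effect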
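Compounds are titrated up to 77 uM against 4 nM human enzyme. Substrate 4-methylumbelliferyl-alpha-D-pyranoside (400 uM) reacts 20 min at room temperature in pH 5.0 buffer; liberated 4-methylumbelliferone is read at 440 nm.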
HTT aggregate: qHTS Multiplex Assay to Identify Dual Action Probes in a Cell Model of Huntington: Aggregate Formation (GFP); actives 1.1% (n = 220,000); PC12 HttQ103-GFP aggregates, Acumen cytometry, 40 h; Potency, µM (top dose mostly 46.1 µM), without a hit: at the top dose activity change, negative = inhibition, hits mostly inhibitors; also: % is scaled to controls: 0 for no effect and ±100 for the full control effect; nearly all actives have a fitted effect of over 60% in size
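Multiplexed with ATP-based cell death, this channel scores GFP aggregates in PC12 cells expressing inducible HTTex1-Q103-GFP. Induction used 100 nM tebufenozide; compounds were tested in concentration series.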
IMPase Li cell: qHTS Assay for Identifying the Cell-Membrane Permeable IMPase Inhibitors: Potentiation with Lithium; CHO-M1 cells, IP1 TR-FRET (IP-One), carbachol + lithium; Potency, µM (doses to about 59.4 µM), for inactives: top-dose activity, negative = IMPase inhibition, actives largely listed as inhibitors; actives 0.35% (n = 210,000); AID 1457, 2008;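 also: IP1 builds up when IMPase is blocked and the TR-FRET signal falls; plate controls were basal vehicle for no effect and high inhibitor control for full effect; nearly all actives have a fitted effect of over 50% in size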
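Concentration–response in CHO-M1 cells, lithium-potentiated; 30 min at 37C. IP1 detected by competitive TR-FRET after 10 min lysis at RT. Hill-fitted AC50.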
GoLoco inh red: qHTS Assay for Inhibitors of RGS12 GoLoco Motif Activity (Red Fluorophore) | Guanine nucleotide-binding protein G(i) subunit alpha-1 (Homo sapiens), P63096 | Gai1:RGS12 GoLoco peptide FP, rhodamine, 10 min | Potency, µM (highest dose often 61.6 µM), inactives show at the top dose activity, negative = inhibition, actives largely listed as inhibitors | actives 0.44% (n = 230,000) | AID 880, 2007; active = well fitted inhibition curve with a large enough effect, not every such curve was filed as active; inactive = no such curve, though single readings can be large or run the other way; also: % is scaled to controls: 0 for no effect and ±100 for the full control effect; nearly all actives have a fitted effect of over 30% in size; many of its hits are not listed in these tables
Target sequence (P63096 whole entry, looked up): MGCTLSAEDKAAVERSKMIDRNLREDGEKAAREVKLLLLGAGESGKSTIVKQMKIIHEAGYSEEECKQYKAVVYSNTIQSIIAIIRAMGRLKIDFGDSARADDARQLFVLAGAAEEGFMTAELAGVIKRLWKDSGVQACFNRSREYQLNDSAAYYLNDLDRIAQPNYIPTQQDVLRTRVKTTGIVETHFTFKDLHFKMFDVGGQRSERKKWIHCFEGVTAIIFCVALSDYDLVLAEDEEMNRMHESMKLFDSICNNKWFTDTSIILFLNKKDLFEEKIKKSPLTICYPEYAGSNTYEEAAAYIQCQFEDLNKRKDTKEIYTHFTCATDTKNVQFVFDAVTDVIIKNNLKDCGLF
HTT ATP protect: qHTS Multiplex Assay to Identify Dual Action Probes in a Cell Model of Huntington: Cytoprotection (ATP). Potency, µM (top dose mostly 56.4 µM), without a hit: cytoprotection (ATP increase), most hits filed as activators. PC12 HTT-Q103 induced, cytoprotection, ATP luminescence, 40 h. actives 0.14% (n = 230,000). AID 1471, 2008;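 also: % of control where 0% means no effect; nearly all actives have a fitted effect of over 45% in size; toxic huntingtin expression switched on by the ecdysone agonist tebufenozide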
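Huntington model: PC12 line, ecdysone-inducible HTTQ103 exon1–GFP, tebufenozide 100 nM. Test articles in a dose series. Endpoint luminescence from cellular ATP.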
GAA glycogen mod: qHTS Assay for Inhibitors and Activators of Human alpha-Glucosidase Cleavage of Glycogen; Lysosomal alpha-glucosidase (Homo sapiens), P10253; recombinant GAA, glycogen substrate, Amplex Red glucose oxidase fluorescence; Potency, µM (top dose mostly 76.4 µM), without a hit: top-dose activity change, negative = inhibition, actives largely listed as inhibitors; actives 0.38% (n = 300,000); AID 2100, 2009;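 also: 0% = full enzyme reaction and -100% = no-enzyme basal signal; the screen sought inhibitors and activators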
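Recombinant enzyme (4 nM final) with compounds titrated up to 77 uM and bovine liver glycogen (30 ug) in citrate pH 5.0, 0.01% Tween-20, 37 C 40 min. Released glucose detected by Amplex Red/glucose oxidase (Ex 573/Em 610); AC50 from Hill fits.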
Active calls of the source: *; ? = inconclusive; nt = not tested or not shown; & = joins results of further samples; [ ] = another dose, or the depositor's remark. Unless noted, calls follow the shape of the dose curve; as a rule, active = well fitted curve in the direction sought with a large enough effect; inconclusive = small, poorly fitted or top-dose-only effect, or another doubt; inactive = no such curve, though single readings can be large; an effect the other way counts as inactive or inconclusive. Potency is read from the fitted curve at half-maximal effect. An excerpt. The share of hits here may be higher or lower than overall.

SMILES | aGlu spleen mod | GAA inhib | HTT aggregate | IMPase Li cell | GoLoco inh red | HTT ATP protect | GAA glycogen mod
C=C[C@]1(C)C[C@H](OC(=O)CO)[C@]2(C)C3C(=O)CC[C@]3(CC[C@H]2C)[C@H](C)[C@H]1O (some centres undefined) | nt | nt | nt | -13% | -1%[14.2 µM] | 5%[10 µM] | nt
Cc1noc(NS(=O)(=O)c2ccc(NC(=O)CSc3nc4c(cc3C#N)CCCCC4)cc2)c1C | -2% | -4% | -6% | -6%[38.3 µM] | 6% | 2%[10 µM] | -14%
CCO[C@@H]1OC(C(=O)N2CCOCC2)=C[C@H](c2coc3ccccc3c2=O)[C@H]1CCCO | 2% | nt | 2%[9.22 µM] | 1% | 3% | -4%[10 µM] | 5%
Cc1cc(C)cc(NC(=O)CSc2nc3c(c(=O)[nH]2)CN(Cc2ccc(F)cc2)CC3)c1 | -2% | -7% | -8% | -11% | 7% | 17%[10 µM] | 14%[76.3 µM]
O=C(Nc1ccccc1C(=O)N1CCCC1)c1ccccc1 | 2% | -2% | 3% | 9% | -10% | -16%[10 µM] | 6%
COc1ccc(OC)c(NC(=O)CSCc2cnn(-c3ccccc3)c2-n2cccc2)c1 | -4% | -10% | 8% | 15%[38.3 µM] | -4% | 8% | -10%
Cc1cnccc1CN(C)C(=O)CC1C(=O)NCCN1CC1CCCCC1 (centres undefined) | 2% | 4% | -26%[9.22 µM] | 7% | 12% | 4%[10 µM] | 11%
CCc1ccc2c(Cl)c(C(=O)N/N=C/c3c[nH]c4ccccc34)sc2c1 | -6% | 4% | -17% | 4%[38.3 µM] | -2% | -61%[inhibitor] | -21%
COc1ccc(C2(CNC(=O)c3cc([N+](=O)[O-])cc([N+](=O)[O-])c3)CCCC2)cc1OC | 5% | -7% | ? | 13% | 7% | -11%[10 µM] | -3%
COc1ccc(OCc2cc(-c3ccc(Cl)cc3)no2)cc1 | -4% | 2% | -20% | 9% | 10% | -2%[10 µM] | -5%
CN(C)CCn1c(=O)n(-c2ccc(F)cc2)c(=O)c2c3c(sc21)CCCCC3 | 10% | 8%[15.4 µM] | 19%[9.22 µM] | nt | 11% | -34%[10 µM] | 7%
O=C(c1ccc(Br)s1)N1CCN(C/C=C/c2ccccc2)CC1 | -1% | -6% | ? | 59%[activator][38.3 µM] | 22% | -25% | nt
CCOc1ccccc1Nc1nc2ccccc2n1C(C)C | 2% | 0% | -4% | 20% | 6% | -22% | ?
CN1CCN(c2nc(N3CCN(CCO)CC3)nc3ccccc23)CC1 | -6% | -5% | ? | -4%[38.3 µM] | 1% | 9%[10 µM] | -5%
CCC(=O)Nc1ccc2ccccc2c1 | -2% | -16% | -16% | -2% | 14% | 3%[10 µM] | 8%
CCn1c(SCC(=O)c2cc(C)n(-c3ccc(C(=O)OC)cc3)c2C)nnc1-c1cccnc1 | 3% | -7% | -6% | 32%[activator][38.3 µM] | 20% | 13% | 1%
CCOc1cnn(-c2cc(Oc3ccc(C)cc3)ncn2)c(=O)c1Cl | 5% | -21% | 4% | 9%[38.3 µM] | 0% | -1%[10 µM] | -9%
Cc1ccc(S(=O)(=O)N2CCN(C(=O)/C=C/c3ccco3)CC2)cc1 | -6% | 6% | -2% | 3% | -13% | 20%[10 µM] | -4%
Cc1cc(C)cc(N(CC(=O)NC2CCC(C)CC2)S(=O)(=O)c2c(C)[nH]c(=O)[nH]c2=O)c1 (centres undefined) | -3% | nt | -8%[9.22 µM] | nt | 10% | 21%[10 µM] | 3%
COC(CNC(=O)C1CCN(C(=O)c2cc3oc(C)cc3n2Cc2c(F)cccc2Cl)CC1)OC | -9% | -7% | -16% | -19% | -19% | ? | -10%
COC(=O)c1ccc(C23CC4(C2)[C@H](CN(CC2CCCCC2)[C@@H]4c2ccccc2)C3c2ccccc2)cc1 (some centres undefined) | -2%&1% | nt | 13%[9.22 µM] | 13% | 16%&13% | -12% | 2%
COCCOC(=O)C1=C(C)NC(=S)NC1c1cccs1 (centres undefined) | 1% | 1% | 1%[9.22 µM] | -1% | 15% | 2%[10 µM] | -12%
CCC(C(=O)Nc1nccs1)(C(F)(F)F)C(F)(F)F | 1% | 2% | ? | 46%[activator][38.3 µM] | 4% | 18% | -2%
CCc1ccc(/C=C/C(=O)c2ccc(N3CCOCC3)cc2)cc1 | 2% | 0% | -9% | 2% | -2% | -1%[10 µM] | 5%
COC(=O)c1cccc(CSc2nnc(C)s2)c1 | -4% | -1% | 12% | 1%[38.3 µM] | -9% | 3% | 2%
CCOC(=O)c1oc2ccc(CNC(C)(C)C)c(Cl)c2c1C | 5% | -5% | 7% | 24% | -3% | 22%[10 µM] | 3%
O=c1[nH]c(=O)c2nnc(N/N=C\c3ccc(O)cc3)nc2[nH]1 | -9% | -4% | 7% | 10% | -8% | 18%[10 µM] | -5%
CC(=O)c1cn(CC(=O)NCc2ccco2)c2ccccc12 | 6% | 1% | -29% | -29%[38.3 µM] | 9% | -9% | 1%
COc1ccccc1N(C(=O)c1snc(C(N)=O)c1N)C(C(=O)NC1CCCC1)c1ccco1 (centres undefined) | 3% | 5% | -1% | 16%[38.3 µM] | 6% | 11%[10 µM] | -3%
CCCC(=O)Nc1ccc(S(=O)(=O)N2CCCC2)cc1 | -9% | 1% | -13% | 25%[38.3 µM] | 7% | -8% | -2%
CC(C)CC(=O)N/C(N)=N/c1nc2ccccc2o1 | 5% | 2%[15.4 µM] | 19%[9.22 µM] | nt | 2% | 6%[10 µM] | 4%
O=C(CSc1nnnn1C1CCCCC1)NCc1ccccc1 | 7% | 1% | -8% | 8% | -15% | 5%[10 µM] | 3%
COc1ccc(C(OCC2CO2)c2ccc(OC)cc2)cc1 (centres undefined) | 2% | -12% | 0% | 4% | -6% | -3% | 1%
COCCNC(=S)N(Cc1cccnc1)Cc1ccc(OC)c(OC)c1 | -8% | -1% | -1% | 6% | -6% | 7%[10 µM] | 9%
O=C(c1ccccc1)c1ccc(COC(=O)c2cnccn2)cc1 | -11% | 7% | -4% | 2% | 6% | 14%[10 µM] | -10%
O=C(NCC1CCCO1)C1C2C=CC3(CN(Cc4cccs4)C(=O)C13)O2 (centres undefined) | -1% | 0% | 13% | 10%[38.3 µM] | -1% | -24% | 9%
Cc1ccc(S(=O)(=O)N(C)C)cc1NC(=S)NCCCn1ccnc1 | 0% | -9% | 0% | -3% | 6% | -24% | 9%
CC([NH2+][O-])C(C)(C)NO (centres undefined) | 6% | 1% | ? | -10%[38.3 µM] | -17% | 5% | ?
CN(C)c1ccc(/C=C2/C(=O)Nc3ccccc32)cc1 | 2% | nt | nt | 27% | 7% | -76%[inhibitor] | nt
N#CCCn1cc(C(CC(=O)c2ccc(Br)cc2)C(=O)O)c2ccccc21 (centres undefined) | -2% | ? | 30% | -3%[38.3 µM] | 8% | -19% | 4%

Full records as entered above. Order of values: aGlu spleen mod	GAA inhib	HTT aggregate	IMPase Li cell	GoLoco inh red	HTT ATP protect	GAA glycogen mod
CCOC(=O)c1oc2ccc(CNC(C)(C)C)c(Cl)c2c1C is listed with 5%	-5%	7%	24%	-3%	22%[10 µM]	3%
O=C(c1ccccc1)c1ccc(COC(=O)c2cnccn2)cc1 is listed with -11%	7%	-4%	2%	6%	14%[10 µM]	-10%

Remaining list, next part
SMILES | aGlu spleen mod | GAA inhib | HTT aggregate | IMPase Li cell | GoLoco inh red | HTT ATP protect | GAA glycogen mod
C=C(C)C(=O)N1CC2(CC(c3cccc(NC(=O)/C(C)=C\C)c3)=NO2)C[C@H]1C(N)=O (some centres undefined) | 7% | nt | -17%[9.22 µM] | nt | 8% | 3%[10 µM] | 4%
CN1CCN(Cc2ccc(OCc3ccccc3)cc2)CC1 | -3% | -6% | 4% | -20%[38.3 µM] | 3% | -15% | 11%
CCOc1c2ccc(C(=O)N[C@H](C)C3CCCCC3)cc2nn1CCOC | 8% | 6% | 2% | 13%[38.3 µM] | 2% | 12%[10 µM] | 0%
Cc1ccc(-c2nnn(CC(=O)N(Cc3ccco3)C(C(=O)NC(C)(C)C)c3cccs3)n2)o1 (centres undefined) | 6% | -14% | 18% | 8% | 2% | -11%[10 µM] | -5%
Cn1ccnc1SCC(=O)Nc1nc2ccccc2s1 | 1% | 3% | 5% | -3% | 14% | -31% | 20%
CC(C)(C)c1ccc(C(=O)NNC(=O)c2ccccc2Br)cc1 | -2% | 0% | 2% | -6% | 3% | 6%[10 µM] | -13%
Cc1ccccc1NC(=O)Nc1cc(-c2ccccc2)nn1C | -1% | nt | 14%[9.22 µM] | nt | 5% | 1%[10 µM] | 1%
CCN(CC(=O)NC(=O)NC1CCCCC1)Cc1nc2ccccc2c(=O)[nH]1 | -3% | 2% | -6% | 27%[38.3 µM] | -2% | 7% | -8%
Cc1ccccc1C(=O)NNC(=O)C12CC3CC(CC(C3)C1)C2 | 3% | 13% | nt | -3% | 10% | nt | 12%
Cc1nc2ccccc2nc1CSc1nncs1 | 6% | -12% | -14% | 1%[38.3 µM] | 8% | -12%[10 µM] | 2%
c1ccc(-c2csc(Nc3cccnc3)n2)cc1 | -7% | -17% | -18%[9.22 µM] | 10% | 22% | -17%[10 µM] | -12%
O=C(O)c1cc(-c2ccncc2)nc2ccc(F)cc12 | -6% | ? | 12% | -18%[38.3 µM] | 4% | -3%[10 µM] | 4%
CCSc1nnc(-c2cc(Br)ccc2N)c(=O)[nH]1 | 0% | -15% | 14% | 0% | 19% | -32% | -2%
Cc1ccc(C)c(NC(=S)NNC(=O)c2csc3c2CCCC3)c1 | -21% | -4% | 25µM* | 37%[38.3 µM] | -2% | 11% | -20%
CC(=O)Nc1nc2c(c3c1c(=O)oc1ccccc13)CCCCC2 | 4% | -1% | -7% | 2%[38.3 µM] | -14% | -5% | 4%
CCOc1ccc(S(=O)(=O)Nc2cccnc2)cc1 | -4% | 9% | -29% | -4%[38.3 µM] | -4% | 2% | -1%
O=C(Nc1nc(-c2ccccc2)cs1)c1cccc([N+](=O)[O-])c1 | -3% | 5% | ? | 10%[38.3 µM] | 4% | -53%[inhibitor] | -5%
